Screens: PubChem, Sanford-Burnham Center for Chemical Genomics
UPR XBP1 act – activators of adaptive arm of unfolded protein response (XBP1). CHO-XBP1 luciferase reporter, IRE1-XBP1 UPR activation, luminescence; percent of tunicamycin response, DMSO as zero. activation, % at 20 µM. 0.33% of 330,000 active;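 active = versus positive control, 20 µM dose yields 30% or more activation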;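 note: 100% = tunicamycin at 10 µg/mL and 0% = DMSO only wells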
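Material: CHO-XBP1 cells stably carrying IRE1-XBP1-driven luciferase reporter / Amount: 1000 cells per well / Compound: 20 µM, 1% DMSO / Times: 6 h treatment, 37 °C / Detection: luciferase luminescence / Measure: % activation of reporter signal versus tunicamycin and DMSO controls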
Mdm2-MdmX inh – inhibitors of human Mdm2/MdmX interaction; SaOS-2 split-luciferase Mdm2/MdmX complementation, luminescence; inhibition, % at 8 µM; 3% of 330,000 active; AID 485346;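 active = inhibition of at least 50% at 8 µM in the primary screen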
Target sequence (O15151 whole entry, looked up): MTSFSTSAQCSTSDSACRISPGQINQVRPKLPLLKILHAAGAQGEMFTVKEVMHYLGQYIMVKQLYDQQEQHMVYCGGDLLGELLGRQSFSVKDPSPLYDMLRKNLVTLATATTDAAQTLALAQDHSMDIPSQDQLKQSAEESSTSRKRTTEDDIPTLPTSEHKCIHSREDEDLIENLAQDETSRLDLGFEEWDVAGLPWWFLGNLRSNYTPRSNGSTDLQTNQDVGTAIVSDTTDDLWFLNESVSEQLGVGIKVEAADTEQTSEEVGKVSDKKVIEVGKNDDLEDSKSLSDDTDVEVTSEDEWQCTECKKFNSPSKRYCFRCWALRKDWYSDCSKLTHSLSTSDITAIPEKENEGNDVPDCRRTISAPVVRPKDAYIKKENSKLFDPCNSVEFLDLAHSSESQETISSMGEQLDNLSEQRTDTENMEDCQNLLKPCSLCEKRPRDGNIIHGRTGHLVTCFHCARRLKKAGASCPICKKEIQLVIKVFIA
Target sequence (Q00987 whole entry, looked up): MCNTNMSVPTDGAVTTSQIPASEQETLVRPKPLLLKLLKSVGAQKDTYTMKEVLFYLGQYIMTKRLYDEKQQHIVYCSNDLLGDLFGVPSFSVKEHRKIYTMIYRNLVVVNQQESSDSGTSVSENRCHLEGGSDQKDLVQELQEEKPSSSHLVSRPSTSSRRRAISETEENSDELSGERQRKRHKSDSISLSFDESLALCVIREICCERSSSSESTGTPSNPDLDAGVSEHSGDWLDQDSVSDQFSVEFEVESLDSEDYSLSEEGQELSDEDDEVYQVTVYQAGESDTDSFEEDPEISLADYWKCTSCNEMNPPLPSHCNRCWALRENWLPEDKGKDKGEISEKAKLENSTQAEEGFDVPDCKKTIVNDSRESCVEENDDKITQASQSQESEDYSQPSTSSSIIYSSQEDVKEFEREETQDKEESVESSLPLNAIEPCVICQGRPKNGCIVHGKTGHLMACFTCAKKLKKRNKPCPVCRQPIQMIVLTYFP
TIM10 inh – inhibits growth of TIM10 yeast strain; S. cerevisiae TIM10 strain growth, BacTiter-Glo luminescence, 24 h; inhibition, % at 10 µM; 1.4% of 330,000 active; AID 463195;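 active = inhibition of 40% or more at the single tested concentration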;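 note: wild-type TIM10 isogenic control strain grown at permissive 25 °C; 0% = DMSO yeast wells and 100% = minimal medium wells without yeast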
tim23-1 inh – tim23-1 yeast growth inhibition; S. cerevisiae tim23-1 growth, BacTiter-Glo luminescence, 24 h; inhibition, % at 20 µM; 1.3% of 330,000 active;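 active = growth inhibition of the mutant yeast at or above 50%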;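 note: temperature-sensitive mutant grown at 25 °C; plate controls were DMSO-treated mutant yeast for no effect and medium wells lacking yeast for full effect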
tim10-1 inh – tim10-1 yeast growth inhibition. S. cerevisiae tim10-1 ts strain growth, BacTiter-Glo, 24 h. inhibition, % at 20 µM. 2.2% of 330,000 active. AID 463190;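 active = inhibition of at least 40%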;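 note: mutant grown at 25 °C; 0% = DMSO wells with yeast and 100% = wells holding no yeast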
Jurkat NFkB inh – inhibitors of the PMA/ionomycin-induced NF-kB reporter in Jurkat cells. AID 435003. PMA/ionomycin-induced NF-kB luciferase reporter, luminescence. inhibition, % at 4 µM. 0.53% of 330,000 active; in the data active = inhibition above about 50%
UPR CHOP act – apoptotic UPR (CHOP) activation | CHO-CHOP luciferase reporter, luminescence; percent of tunicamycin response over DMSO baseline | 0.34% of 330,000 active | activation, % at 10 µM;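 active = at 10 µM dose, activation of 40% or more, normalized to positive control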;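 note: 100% = tunicamycin at 10 µg/mL and 0% = DMSO alone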
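Material: CHO-CHOP cells, stable luciferase reporter of PERK-eIF2a-CHOP signalling; quantity: 500 reporter cells seeded per well; buffer or medium: F12 medium containing 10% fetal bovine serum; compound: one dose, 10 µM in 0.5% DMSO; incubation: 6 h compound treatment, 37 °C; measured by: Steady-Glo luciferase luminescence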
697 NFkB inh – lowers PMA/ionomycin-induced NF-kB signal in 697 B cells; 0.33% of 330,000 active; AID 435022; 697 B-cell NF-kB luciferase reporter, 16 h; inhibition, % at 4 µM; in the data active = inhibition above about 35%
Numbers without * were called inactive.

Results for CC(C)Cc1nc2n[nH]c(N)c2c2c1CCC2 ?
UPR XBP1 act: -1; Mdm2-MdmX inh: -10; TIM10 inh: 19; tim23-1 inh: 6; tim10-1 inh: 6; Jurkat NFkB inh: 6; UPR CHOP act: 0.2; 697 NFkB inh: 9

Results for O=C(COC(=O)Cc1c(F)cccc1Cl)NC(=O)c1ccccc1 ?
UPR XBP1 act: -3; Mdm2-MdmX inh: 26; TIM10 inh: 12; tim23-1 inh: 10; tim10-1 inh: 9; Jurkat NFkB inh: 4; UPR CHOP act: 2.6; 697 NFkB inh: 10

What do the screens show for `O=C(COc1nnc2ccccn12)N1CCN(S(=O)(=O)c2ccccc2)CC1`?
UPR XBP1 act: 0; Mdm2-MdmX inh: -8; TIM10 inh: -4; tim23-1 inh: 4; tim10-1 inh: 21; Jurkat NFkB inh: 3; UPR CHOP act: 1.6; 697 NFkB inh: -12

What do the screens show for `O=C(Nc1ccccc1)NC1CCCCC1`?
UPR XBP1 act: 2; Mdm2-MdmX inh: -28; TIM10 inh: 7; tim23-1 inh: 6; tim10-1 inh: -11; Jurkat NFkB inh: -15; UPR CHOP act: 3.1; 697 NFkB inh: -6

How did COc1ccc(CCNC(=O)CSc2nc3c(c(=O)n(C)c(=O)n3C)n2C(C)C)cc1OC do in these assays?
UPR XBP1 act: -2; Mdm2-MdmX inh: 7; TIM10 inh: -2; tim23-1 inh: -8; tim10-1 inh: -12; Jurkat NFkB inh: -7; UPR CHOP act: 1.0; 697 NFkB inh: -10

What do the screens show for `CC(=O)OCCSc1c(-c2ccccc2)c2cc(Cl)ccc2[nH]c1=O`?
UPR XBP1 act: -1; Mdm2-MdmX inh: 28; TIM10 inh: 12; tim23-1 inh: 22; tim10-1 inh: 29; Jurkat NFkB inh: 10; UPR CHOP act: -0.8; 697 NFkB inh: 1

How did O=C(NCc1ccc(F)cc1)c1ccc(S(=O)(=O)N2CCCCC2)cc1 do in these assays?
UPR XBP1 act: -1; Mdm2-MdmX inh: 11; TIM10 inh: 12; tim23-1 inh: 5; tim10-1 inh: 6; Jurkat NFkB inh: 0; UPR CHOP act: 2.2; 697 NFkB inh: 10

Results for O=C(Nc1cccc(S(=O)(=O)N2CCCCC2)c1)C1CC(=O)N(Cc2ccccc2)C1 (stereo not drawn) ?
UPR XBP1 act: -3; Mdm2-MdmX inh: 4; TIM10 inh: -2; tim23-1 inh: -4; tim10-1 inh: -10; Jurkat NFkB inh: 13; UPR CHOP act: 0.5; 697 NFkB inh: 1

Results for O=C(Nc1ccccc1C(F)(F)F)C(O)(c1ccccc1)C1CCCCC1 (stereo not drawn) ?
UPR XBP1 act: 3; Mdm2-MdmX inh: 6; TIM10 inh: 3; tim23-1 inh: 10; tim10-1 inh: 2; Jurkat NFkB inh: -13; UPR CHOP act: -1.3; 697 NFkB inh: -13

Results for O=C(NCc1ccccc1)C(c1cccnc1)N(C(=O)c1csnn1)c1ccc(F)cc1 (stereo not drawn) ?
UPR XBP1 act: -8; Mdm2-MdmX inh: -6; TIM10 inh: 10; tim23-1 inh: 1; tim10-1 inh: -25; Jurkat NFkB inh: 7; UPR CHOP act: 1.5; 697 NFkB inh: 18

Results for COc1ccc(C(=O)NC(=S)NCc2ccco2)cc1OC ?
UPR XBP1 act: -1; Mdm2-MdmX inh: 42; TIM10 inh: 19; tim23-1 inh: -22; tim10-1 inh: 38; Jurkat NFkB inh: -7; UPR CHOP act: 2.2; 697 NFkB inh: 7

How did CC(=O)Nc1nnc(SCC(=O)Nc2nc(C)cs2)s1 do in these assays?
UPR XBP1 act: 2; Mdm2-MdmX inh: 6; TIM10 inh: 8; tim23-1 inh: 8; tim10-1 inh: 3; Jurkat NFkB inh: 9; UPR CHOP act: 1.2; 697 NFkB inh: -7

Results for Cc1c(Cl)ccc2c1NC(=O)[C@]21N[C@@H](Cc2ccccc2)[C@H]2C(=O)N(c3ccc(F)cc3)C(=O)[C@H]21 ?
UPR XBP1 act: 7; Mdm2-MdmX inh: 32; TIM10 inh: 21; tim23-1 inh: 18; tim10-1 inh: 22; Jurkat NFkB inh: -4; UPR CHOP act: -2.0; 697 NFkB inh: 0

What do the screens show for `O=C(OCCCOC(=O)c1ccc(Br)o1)c1ccc(Br)o1`?
UPR XBP1 act: -1; Mdm2-MdmX inh: 5; TIM10 inh: -24; tim23-1 inh: 6; tim10-1 inh: -5; Jurkat NFkB inh: -11; UPR CHOP act: -1.1; 697 NFkB inh: 3

Results for Cc1cc(C)cc(OCC(=O)O/N=C(\N)Cc2ccc([N+](=O)[O-])cc2)c1 ?
UPR XBP1 act: -5; Mdm2-MdmX inh: 19; TIM10 inh: 18; tim23-1 inh: 27; tim10-1 inh: 19; Jurkat NFkB inh: 35; UPR CHOP act: 1.2; 697 NFkB inh: 22

How did Cc1cccc(OCC(=O)N(C)CC(=O)Nc2cccc(F)c2)c1C do in these assays?
UPR XBP1 act: -1; Mdm2-MdmX inh: 24; TIM10 inh: 7; tim23-1 inh: 20; tim10-1 inh: 14; Jurkat NFkB inh: 12; UPR CHOP act: -0.7; 697 NFkB inh: 6

What do the screens show for `Nc1cc(C(=O)O)ccc1Nc1ccccc1`?
UPR XBP1 act: 2; Mdm2-MdmX inh: 2; TIM10 inh: 10; tim23-1 inh: 7; tim10-1 inh: 10; Jurkat NFkB inh: -10; UPR CHOP act: -1.2; 697 NFkB inh: -4

What do the screens show for `O=c1/c(=C/c2ccco2)sc2n1CN(c1ccccc1)CN=2`?
UPR XBP1 act: 5; Mdm2-MdmX inh: 22; TIM10 inh: -8; tim23-1 inh: 2; tim10-1 inh: -17; Jurkat NFkB inh: -8; UPR CHOP act: 1.1; 697 NFkB inh: -2

How did O=C(NCCCN1CCCCCC1)C1CC(=O)N(C2CCCC2)C1 (stereo not drawn) do in these assays?
UPR XBP1 act: 1; Mdm2-MdmX inh: -19; TIM10 inh: 10; tim23-1 inh: 11; tim10-1 inh: 1; Jurkat NFkB inh: 19; UPR CHOP act: 0.4; 697 NFkB inh: 5

Results for Cc1ccc(S(=O)(=O)N2[C@@H](c3ccc(Cl)cc3)C(C(=O)O)=C[C@H]2C(C)(C)C)cc1 ?
UPR XBP1 act: -1; Mdm2-MdmX inh: -5; TIM10 inh: 8; tim23-1 inh: 19; tim10-1 inh: 23; Jurkat NFkB inh: 5; UPR CHOP act: 1.6; 697 NFkB inh: 18

What do the screens show for `Cc1ccc(C)c(N2CCN(C(=O)CCc3nc4ccccc4[nH]3)CC2)c1`?
UPR XBP1 act: -3; Mdm2-MdmX inh: 10; TIM10 inh: -10; tim23-1 inh: -135; tim10-1 inh: 22; Jurkat NFkB inh: -4; UPR CHOP act: 3.6; 697 NFkB inh: -14

Results for COCCCNC(=O)CN(CCc1ccccc1)S(=O)(=O)c1ccc(C)cc1 ?
UPR XBP1 act: 0; Mdm2-MdmX inh: 11; TIM10 inh: 21; tim23-1 inh: 29; tim10-1 inh: 25; Jurkat NFkB inh: 5; UPR CHOP act: -1.1; 697 NFkB inh: 14

What do the screens show for `COc1ccc(NC(=O)COC(=O)c2ccc(Cl)c(S(N)(=O)=O)c2)c([N+](=O)[O-])c1`?
UPR XBP1 act: -3; Mdm2-MdmX inh: 19; TIM10 inh: -4; tim23-1 inh: -2; tim10-1 inh: 8; Jurkat NFkB inh: 6; UPR CHOP act: -0.6; 697 NFkB inh: -7

How did COc1ccc(CCNC(=O)CCC(=O)Nc2ccc3nc(N4CCN(C)CC4)cc(C)c3c2)cc1OC do in these assays?
UPR XBP1 act: 0; Mdm2-MdmX inh: -9; TIM10 inh: -17; tim23-1 inh: -5; tim10-1 inh: 1; Jurkat NFkB inh: -4; UPR CHOP act: 0.5; 697 NFkB inh: -10

What do the screens show for `COc1ccc(C(=O)OCC[N+]2(C)CCOCC2)cc1`?
UPR XBP1 act: -2; Mdm2-MdmX inh: 13; TIM10 inh: -4; tim23-1 inh: -9; tim10-1 inh: -2; Jurkat NFkB inh: -5; UPR CHOP act: -0.4; 697 NFkB inh: -1

Results for CCOC(=O)c1cccc(NC(=O)CCOc2ccccc2)c1 ?
UPR XBP1 act: -1; Mdm2-MdmX inh: -18; TIM10 inh: 21; tim23-1 inh: 14; tim10-1 inh: 13; Jurkat NFkB inh: 1; UPR CHOP act: 0.0; 697 NFkB inh: 2

How did Cc1nnc(SCC(=O)Nc2nccs2)n(N)c1=O do in these assays?
UPR XBP1 act: 0; Mdm2-MdmX inh: 22; TIM10 inh: 2; tim23-1 inh: 12; tim10-1 inh: 15; Jurkat NFkB inh: -3; UPR CHOP act: 0.6; 697 NFkB inh: 9

What do the screens show for `COc1ccc(N2C(=O)NC3CC2(C)Oc2ccc(Cl)cc23)cc1OC` (stereo not drawn)?
UPR XBP1 act: 4; Mdm2-MdmX inh: 10; TIM10 inh: 11; tim23-1 inh: 24; tim10-1 inh: 16; Jurkat NFkB inh: 17; UPR CHOP act: 0.4; 697 NFkB inh: -11

What do the screens show for `CC1=C(C(=O)OCC(C)C)C(c2ccccc2Cl)NC(=O)N1C` (stereo not drawn)?
UPR XBP1 act: 0; Mdm2-MdmX inh: 3; TIM10 inh: -10; tim23-1 inh: 31; tim10-1 inh: 20; Jurkat NFkB inh: 16; UPR CHOP act: 5.5; 697 NFkB inh: -7

Results for Cc1noc(C)c1C(=O)Nc1nc2ccc(S(C)(=O)=O)cc2s1 ?
UPR XBP1 act: -5; Mdm2-MdmX inh: -6; TIM10 inh: 12; tim23-1 inh: 28; tim10-1 inh: 16; Jurkat NFkB inh: -28; UPR CHOP act: -0.8; 697 NFkB inh: -43

What do the screens show for `COc1ccc(C(=O)N(C)Cc2cnn(Cc3ccccc3)c2)cc1S(=O)(=O)N1CCOCC1`?
UPR XBP1 act: 0; Mdm2-MdmX inh: 45; TIM10 inh: 6; tim23-1 inh: -5; tim10-1 inh: 4; Jurkat NFkB inh: 54*; UPR CHOP act: -1.0; 697 NFkB inh: -48

What do the screens show for `CCOC(=O)N1CCN(Cc2nc3c(c(=O)[nH]c(=O)n3C)n2Cc2ccccc2C)CC1`?
UPR XBP1 act: 1; Mdm2-MdmX inh: 8; TIM10 inh: -5; tim23-1 inh: 15; tim10-1 inh: 16; Jurkat NFkB inh: -5; UPR CHOP act: -2.1; 697 NFkB inh: 20

What do the screens show for `CCOC(=O)c1c(-c2ccc(OC)cc2)nc2nonc2c1N`?
UPR XBP1 act: 1; Mdm2-MdmX inh: -15; TIM10 inh: 18; tim23-1 inh: 15; tim10-1 inh: 8; Jurkat NFkB inh: 10; UPR CHOP act: 0.8; 697 NFkB inh: 9

Structures listed so far containing a furan ring, fused or not, in the order listed:
Results for COc1ccc(C(=O)NC(=S)NCc2ccco2)cc1OC ?
UPR XBP1 act: -1; Mdm2-MdmX inh: 42; TIM10 inh: 19; tim23-1 inh: -22; tim10-1 inh: 38; Jurkat NFkB inh: -7; UPR CHOP act: 2.2; 697 NFkB inh: 7

What do the screens show for `O=C(OCCCOC(=O)c1ccc(Br)o1)c1ccc(Br)o1`?
UPR XBP1 act: -1; Mdm2-MdmX inh: 5; TIM10 inh: -24; tim23-1 inh: 6; tim10-1 inh: -5; Jurkat NFkB inh: -11; UPR CHOP act: -1.1; 697 NFkB inh: 3

What do the screens show for `O=c1/c(=C/c2ccco2)sc2n1CN(c1ccccc1)CN=2`?
UPR XBP1 act: 5; Mdm2-MdmX inh: 22; TIM10 inh: -8; tim23-1 inh: 2; tim10-1 inh: -17; Jurkat NFkB inh: -8; UPR CHOP act: 1.1; 697 NFkB inh: -2
